aDG glyco up: alpha-DG glycosylation activation. actives 0.22% (n = 360,000). AID 624168. Pro5-aDG cells, alpha-DG glycosylation AlphaScreen (IIH6); 0% Pro5, 100% B10-LARGE cell signal. activation, % at 10 µM;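 active = activation of at least 8% versus controls, or a plate z-score of at least 8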;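 note: Pro5 are CHO cells carrying HIG-tagged alpha-DG that lacks glycosylation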
Exocytosis inh: lytic granule exocytosis inhibition | TALL-104 LAMP-1 surface exposure, flow cytometry; cells stimulated with thapsigargin and PMA | inhibition, % at 10 µM | actives 0.66% (n = 360,000);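 active = inhibition above about 55%, limit read from the data; inconclusive = no clear call, values can overlap the other calls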
NR2E3 ag-1: activates human photoreceptor nuclear receptor NR2E3; GST-NR2E3/biotin-RetCOR TR-FRET, 1536-well; actives 0.12% (n = 320,000); inhibition of corepressor binding, % at 4.78 µM; AID 2300;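 active = percent inhibition above the cutoff of mean plus 3 SD of all tested compounds, set per screening campaign, cut at about 20% in these data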;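 note: 0% = DMSO wells and 100% = biotin wells as full block of FRET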
Target sequence (Q9Y5X4 whole entry, looked up): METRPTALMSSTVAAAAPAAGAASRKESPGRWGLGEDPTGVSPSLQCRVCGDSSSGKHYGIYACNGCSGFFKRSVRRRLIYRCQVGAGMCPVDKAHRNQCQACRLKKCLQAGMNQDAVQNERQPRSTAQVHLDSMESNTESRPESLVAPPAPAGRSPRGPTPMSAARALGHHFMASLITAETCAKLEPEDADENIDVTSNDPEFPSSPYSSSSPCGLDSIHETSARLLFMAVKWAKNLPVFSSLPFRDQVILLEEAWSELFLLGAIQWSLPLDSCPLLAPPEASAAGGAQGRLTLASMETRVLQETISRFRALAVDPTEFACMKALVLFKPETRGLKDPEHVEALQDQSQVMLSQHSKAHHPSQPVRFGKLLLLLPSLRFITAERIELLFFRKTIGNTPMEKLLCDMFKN
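Material – GST-tagged NR2E3 plus biotinylated RetCOR corepressor · Quantity – NR2E3 fusion 1.35 nM · Times – 5 h incubation at 4 °C · Medium – pH 7.5 Tris-based buffer · Technique – TR-FRET, Eu(K)-anti-GST donor, streptavidin-D2 acceptor, ex 340, em 617/671 nm · Benchmarks – high control biotin, low control 0.6% DMSO · Format – 1536-well plates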
NR2E3 ag-2: human photoreceptor-specific nuclear receptor agonism; Q9Y5X4; actives 0.35% (n = 360,000); AID 602229; CHO-S Gal4-NCOR/VP16-NR2E3 two-hybrid, luciferase; inhibition of corepressor binding, % at 3.98 µM;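 active = inhibition above the mean of all tested compounds plus 3 SD, cut at about 70% in these data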;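 note: 0% = DMSO with NR2E3 transfected cells and 100% = cells lacking NR2E3 construct; higher means lower luciferase signal from less NR2E3 corepressor binding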
Peg3 promoter: inhibitors of Peg3 promoter; inhibition, % at 20 µM; HeLa PEG-Prom luciferase reporter, luminescence, overnight; actives 1.7% (n = 360,000);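 active = inhibition of at least 50% at 20 µM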
MITF TRPM1 inh: inhibitors of MITF-driven TRPM1 promoter in melanoma cells; SK-MEL-5 TRPM1 promoter luciferase, 24 h; inhibition, % at 12.5 µM; actives 0.83% (n = 330,000);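 active = mean inhibition across replicates of 60% or more, whatever share of single replicates reaches that level; inconclusive = some that reach 60%, reason not given; inactive = mean inhibition across replicates below 60%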; note: values of inactives mirror those of a sister screen read the other way
HIF-2a inh: blocks HIF-2a reporter activity. 786-0 RCC cells HIF-2a reporter, luciferase luminescence, overnight. inhibition, % at 18.8 µM. actives 0.72% (n = 360,000);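 active = inhibition of the luminescence signal of 40% or more relative to plate controls, in a single-dose primary screen at 18.75 µM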
CaV13 ICDI inh: Primary screen for inhibitors of IQ motif and Ca2+-dependent inactivation inhibitor domain binding in CACNA1D, Förster resonance energy transfer in living cells, … | inhibition, % at 12.3 µM | AID 743397 | HEK cells, CFP/YFP FRET ICDI-IQ, plate reader, 10 min; percent FRET-ratio fall versus neutral wells | actives 0.098% (n = 340,000);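 active = mean replicate inhibition of at least 30% and at least 1% of replicates passing that level; inconclusive = only one of the two criteria is met; inactive = neither criterion is met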;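 note: 0% = median of the neutral control wells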
Vif imaging: blocks HIV Vif function; HEK293T cells, Vif self-association by quenched fluorescence, imaging, 24 h; actives 0.35% (n = 340,000); AID 602346; inhibition, % at 7.49 µM; in the data active = inhibition above about 50%, passing the limit was not always enough; inconclusive = no clear call, values can overlap the other calls; inactive = below about 31%; note: some results filed as inactive read as strong as hits
hiPSC survival: enhancers of human iPSC single-cell survival | survival enhancement, % at 20 µM | actives 0.044% (n = 360,000) | hiPSC single-cell survival, ATPlite luminescence; 100% = ROCK inhibitor wells, 0% = DMSO; in the data active = survival enhancement above about 18%;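 note: cells exposed to compounds for 16 hours before the ATP read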
PDI inh: blocks human protein disulfide isomerase activity; actives 0.052% (n = 350,000); inhibition, % at 10 µM; AID 588391; PDI insulin aggregation turbidity, A650, 90 min;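 active = mean inhibition across replicates of 30% or more, whatever share of single replicates reach that level; inconclusive = mean inhibition below 30% while every single replicate reaches 30%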;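 note: absorbance from insulin aggregation driven by PDI reduction with DTT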
Target sequence (P07237 whole entry, looked up): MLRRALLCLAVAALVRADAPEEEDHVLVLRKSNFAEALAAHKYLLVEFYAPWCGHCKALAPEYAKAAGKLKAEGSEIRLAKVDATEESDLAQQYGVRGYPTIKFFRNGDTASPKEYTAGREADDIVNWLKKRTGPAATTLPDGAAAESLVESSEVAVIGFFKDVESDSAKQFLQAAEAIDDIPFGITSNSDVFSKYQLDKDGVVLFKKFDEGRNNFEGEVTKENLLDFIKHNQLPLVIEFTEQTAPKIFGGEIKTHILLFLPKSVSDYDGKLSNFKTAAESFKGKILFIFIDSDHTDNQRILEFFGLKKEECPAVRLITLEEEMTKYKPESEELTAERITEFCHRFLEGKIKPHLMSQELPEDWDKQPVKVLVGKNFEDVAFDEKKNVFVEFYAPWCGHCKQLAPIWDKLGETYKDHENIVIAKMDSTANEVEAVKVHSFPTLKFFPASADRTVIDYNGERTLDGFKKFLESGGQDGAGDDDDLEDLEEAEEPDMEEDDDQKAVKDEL
Starred values were filed as active, the others as inactive; ? = inconclusive; . = not tested or not shown.

structure	aDG glyco up	Exocytosis inh	NR2E3 ag-1	NR2E3 ag-2	Peg3 promoter	MITF TRPM1 inh	HIF-2a inh	CaV13 ICDI inh	Vif imaging	hiPSC survival	PDI inh
CCC(C(=O)Nc1cccc(C(=O)O)c1C)c1ccccc1 (stereo unspecified)	1.8	22	0	4	9	2	16	-2	-4	-2.5	4
O=C(NN=Cc1cc(Cl)ccc1[N+](=O)[O-])c1ccco1	0.2	-16	.	-70	-80	-17	-100	-9	-5	-1.0	0
O=c1c2ccccc2ncn1-c1ccc([N+](=O)[O-])cc1Cl	0.0	1	4	-15	1	11	-6	1	-4	-0.5	0
O=C(O)c1cccc(CSc2nc(-c3ccc(Cl)cc3)cc(C(F)(F)F)n2)c1	0.3	-1	7	-14	1	3	-5	-8	2	5.0	-5
Cc1ccccc1CN1CCNC1=O	0.0	-6	2	-7	1	4	15	-9	1	-0.7	-18
O=C(O)c1ccccc1C(=O)Nc1ccccn1	-0.5	-3	-1	11	13	9	18	.	-3	-0.5	-3
Cn1c(=O)c2c(nc3n2CC(O)CN3c2ccc(O)cc2)n(C)c1=O (stereo unspecified)	-0.1	1	0	-8	6	8	13	-21	-3	-0.5	-5
CCCc1nc2c(C)cc(C)cc2c(N)c1CC	0.3	-3	-1	-7	-9	-1	9	-4	-16	5.2	-5
COCCn1c(SCC(=O)Nc2ccc(NC(C)=O)cc2)nc2ccccc2c1=O	-0.1	-7	3	11	1	-3	0	-4	.	-0.6	-3
Cc1cc(NS(=O)(=O)c2ccc(NC(=O)/C=C/c3cccc(Cl)c3)cc2)no1	-0.1	-4	3	-15	17	9	5	.	-5	-0.1	-16

structure	aDG glyco up	Exocytosis inh	NR2E3 ag-1	NR2E3 ag-2	Peg3 promoter	MITF TRPM1 inh	HIF-2a inh	CaV13 ICDI inh	Vif imaging	hiPSC survival	PDI inh
C=C(C)C1CC=C(C)/C(=N/Nc2ccccc2[N+](=O)[O-])C1 (stereo unspecified)	-0.3	4	1	-9	13	8	6	-2	8	1.2	9
COc1ccc(NC(=O)N2CCN(C(=O)c3ccco3)CC2)c(OC)c1	-0.1	2	2	-23	15	-18	18	-2	4	0.8	15
NC1(C#Cc2ccc3c(=O)c4ccccc4sc3c2)CCCCC1	-0.1	-2	.	-23	-105	-41	-71	-7	-3	-2.6	-1
Cc1ccc(C(=O)NC(=S)Nc2ccc(CN3CCOCC3)cc2)cc1	-0.1	1	-3	-50	-59	10	-65	-5	-7	-0.2	-11
Cc1c(-n2c(SCC(=O)NC(C)C)nc3ccccc3c2=O)c(=O)n(-c2ccccc2)n1C	-0.2	-2	3	-6	0	14	16	-3	-8	-0.3	6
CC(=O)N1CCN(c2ccc(NC(=O)c3ccc(Cl)c(Cl)c3)cc2)CC1	0.2	-4	-3	-27	-38	-15	-52	-11	-4	-0.2	-3
Cc1cc(-c2n[nH]c(=S)n2-c2ccc(C)c(C)c2)no1	-0.1	1	1	-9	6	-6	10	-3	-1	5.9	0
O=C(CSc1nnc(CNC(=O)c2cccs2)o1)Nc1ccc(F)cc1F	-0.1	-4	-4	2	0	8	10	-3	1	0.2	-6
Cc1c(CCC(=O)O)c(=O)oc2cc(OCc3cccc(Cl)c3)ccc12	-0.1	-4	4	-61	-50	9	-60	-4	7	1.6	-1
CNC(C)C#Cc1ccc2oc3cccc(OC)c3c(=O)c2c1 (stereo unspecified)	0.1	-2	-3	-33	-183	-57	-183	-4	-7	-1.0	-2

structure	aDG glyco up	Exocytosis inh	NR2E3 ag-1	NR2E3 ag-2	Peg3 promoter	MITF TRPM1 inh	HIF-2a inh	CaV13 ICDI inh	Vif imaging	hiPSC survival	PDI inh
COc1cc(/C=N\NC(=O)c2ccc(-c3ccccc3)cc2)ccc1OCC(N)=O	0.2	4	.	-19	21	10	16	-3	?	-0.2	1
O=C(NCc1cccnc1)c1cc2nc(-c3ccc4c(c3)OCO4)cc(C(F)(F)F)n2n1	0.0	0	-1	7	-9	-11	-5	-5	2	-0.2	17
COc1ccc(OC)c(S(=O)(=O)NC(=O)C2(C)CCN2C(=O)C2(c3ccc(Cl)cc3)CC2)c1 (stereo unspecified)	-0.2	-8	.	13	-3	.	5	-10	-4	-1.0	4
CN1C(=O)CC(N2CCN(CC(=O)N3CCCC3)CC2)C1=O (stereo unspecified)	0.0	-2	1	15	16	5	10	-5	.	4.1	6
Cc1cc(C)c(/C=N/NC(=O)c2nnn(-c3nonc3N)c2COc2ccc(F)cc2)c(C)c1	0.0	-14	0	-24	3	.	24	-3	.	1.1	4
O=C(N1CCC(n2nc(-c3ccccc3)oc2=O)CC1)C1(c2ccc(Cl)cc2)CC1	0.5	0	1	-22	8	-3	0	.	-4	0.4	5
CN1C(=O)C(CCC(=O)O)NC1=S (stereo unspecified)	-0.1	-1	1	-2	7	-4	4	-3	-7	-0.6	3
Cc1cc(/C=N/NC(=O)c2ccsc2)c(C)n1-c1cnccn1	-0.3	-2	-4	-33	-71	-27	-72	-4	-1	0.3	-8
NC(=O)c1ncn([C@@H]2O[C@H](CNC(=O)[C@H](N)CSCc3ccccc3)[C@@H](O)[C@H]2O)n1	-0.1	3	.	1	-8	8	-2	-7	.	0.2	12
O=C(NCC1CCCO1)c1cccc(S(=O)(=O)Nc2ccc(SC(F)F)cc2)c1 (stereo unspecified)	0.0	10	-1	7	7	-2	13	-2	-8	-2.3	8

structure	aDG glyco up	Exocytosis inh	NR2E3 ag-1	NR2E3 ag-2	Peg3 promoter	MITF TRPM1 inh	HIF-2a inh	CaV13 ICDI inh	Vif imaging	hiPSC survival	PDI inh
N#CC1=C(N)C2=CCCC[C@H]2[C@H](c2cccc(F)c2)C1(C#N)C#N	-0.1	2	-4	1	9	7	11	-11	1	4.3	4
Cc1cc(C)cc(C(=O)OCC(=O)N2CCCCCC2)c1	-0.1	-2	1	-24	-17	-6	-15	-2	-1	2.6	4
CCOC(=O)C1CCN(S(=O)(=O)c2ccc3c4c(cccc24)C(=O)N3)CC1	0.2	-2	4	9	-6	7	14	.	-11	-0.7	.
COc1ccccc1NC(=S)N1CCC(C(=O)c2ccc(F)cc2)CC1	0.3	0	0	-3	22	9	12	-5	2	-0.1	-1
C[C@H](NC(=O)c1nc[nH]c1C(=O)NC1CCN(C(=O)OC(C)(C)C)CC1)C(=O)OC(C)(C)C	0.0	-9	2	0	7	9	0	-5	0	-1.7	-3
COc1ccc(Nc2nc(N)nc(CSc3nccn3C)n2)cc1	-0.2	-3	7	-133	-125	-10	-153	1	2	-0.8	-6
CCOC(=O)c1ccc(NC(=S)NN)cc1	-0.1	2	-1	-33	0	5	-7	-10	-7	-0.6	0
COc1cccc(-c2nc(COc3ccc(Cl)cc3Cl)no2)c1	0.0	-5	1	-24	-112	-3	-150	-15	-6	0.2	-2
O=C(Nc1ccc(Cl)cc1)Nc1ccccc1CC[N+](=O)[O-]	-0.4	-3	1	-44	-48	5	-88	-6	-12	-0.9	-3
O=C(Nc1ccccc1)C1=C[C@@H](C2CCCCC2)C[C@@H](OCc2ccc(CO)cc2)O1	0.0	0	0	-18	-29	4	-84	-10	?	-1.5	4

2 entries picked at random from the list so far:
structure	aDG glyco up	Exocytosis inh	NR2E3 ag-1	NR2E3 ag-2	Peg3 promoter	MITF TRPM1 inh	HIF-2a inh	CaV13 ICDI inh	Vif imaging	hiPSC survival	PDI inh
C[C@H](NC(=O)c1nc[nH]c1C(=O)NC1CCN(C(=O)OC(C)(C)C)CC1)C(=O)OC(C)(C)C	0.0	-9	2	0	7	9	0	-5	0	-1.7	-3
COc1cccc(-c2nc(COc3ccc(Cl)cc3Cl)no2)c1	0.0	-5	1	-24	-112	-3	-150	-15	-6	0.2	-2

(further entries)
structure	aDG glyco up	Exocytosis inh	NR2E3 ag-1	NR2E3 ag-2	Peg3 promoter	MITF TRPM1 inh	HIF-2a inh	CaV13 ICDI inh	Vif imaging	hiPSC survival	PDI inh
CN(C)CCC#CC1(O)c2ccccc2-c2ccccc21	-0.1	-1	-1	-6	22	-4	10	-2	-3	-0.9	-1
COc1ccc(-n2c(SCC(N)=O)nnc2-c2ccc(NS(=O)(=O)c3ccc(C)cc3)cc2)cc1	-0.3	2	4	13	14	23	12	-4	1	-1.8	-3
Cn1nnnc1SCCNCc1ccc(Cl)cc1	-0.1	-3	2	17	3	-4	-13	-4	1	-1.0	-8
Cc1coc2c1c(C)cc1oc(=O)c(CC(=O)N[C@@H](C)C(=O)O)c(C)c12	0.1	-4	.	-29	14	-11	11	-5	-10	5.5	-8
CC(C)OC(=O)c1cccc(C(=O)O)n1	-0.1	-3	1	-7	4	-18	19	-4	28	3.1	-2
CC(C)N(C)C1CCN(S(=O)(=O)c2ccc(-c3ccc(=O)[nH]n3)s2)CC1	1.6	6	0	-8	-23	2	7	-16	17	0.4	3
CCCc1nnc(NC(=O)CCN2C(=O)c3ccccc3C2=O)s1	-0.1	1	2	-27	11	1	3	-6	-1	0.1	-6
CCOc1cc(/C=C2\SC(=Nc3ccc(CC)cc3)NC2=O)ccc1OCC(=O)O	0.0	-2	2	-3	22	0	-25	-16	-3	0.2	-15
Cc1cc(NC(=O)c2ccc3c(c2)OCO3)no1	0.0	4	-3	-160	-137	-22	-176	-4	0	-2.7	-12
COc1cc2c(-c3ccccc3O)nc3c(c(C)nn3-c3ccccc3)c2cc1OC	-0.2	-1	-1	7	57*	1	14	-4	-1	4.2	-18
CCC1(C)Cc2c(sc(NC(=S)NC(=O)c3ccccc3)c2C#N)CO1 (stereo unspecified)	0.2	-2	5	-15	-129	-8	-132	-5	-7	-0.3	-9
CN(C)CCN(Cc1ccccc1)S(=O)(=O)c1ccc2c(c1)n(C)c(=O)c(=O)n2C	0.0	-6	-2	2	6	-3	8	-7	0	0.5	-1
COCCn1c(SCC(=O)Nc2ccc3c(c2)OCCO3)nnc1C(C)C	-0.1	?	2	-36	-10	8	3	-5	23	-0.4	-3

Screening data deposited in PubChem by several laboratories.
